Screening results: PubChem BioAssay, several laboratories
ABCG2 block: ABCG2 efflux pump inhibitors, primary screen, multiplex with ABCB1, IgMXP3 cells, flow cytometry. Broad substrate specificity ATP-binding cassette transporter ABCG2 (Homo sapiens), Q9UNQ0. JC-1 efflux. inhibition, % at 6.6 µM. 0.1% of 190,000 active. AID 1325, 2008;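 active means inhibition above 80%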;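 further: 0% = DMSO and 100% = nicardipine control wells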
Target sequence (Q9UNQ0 whole entry, looked up): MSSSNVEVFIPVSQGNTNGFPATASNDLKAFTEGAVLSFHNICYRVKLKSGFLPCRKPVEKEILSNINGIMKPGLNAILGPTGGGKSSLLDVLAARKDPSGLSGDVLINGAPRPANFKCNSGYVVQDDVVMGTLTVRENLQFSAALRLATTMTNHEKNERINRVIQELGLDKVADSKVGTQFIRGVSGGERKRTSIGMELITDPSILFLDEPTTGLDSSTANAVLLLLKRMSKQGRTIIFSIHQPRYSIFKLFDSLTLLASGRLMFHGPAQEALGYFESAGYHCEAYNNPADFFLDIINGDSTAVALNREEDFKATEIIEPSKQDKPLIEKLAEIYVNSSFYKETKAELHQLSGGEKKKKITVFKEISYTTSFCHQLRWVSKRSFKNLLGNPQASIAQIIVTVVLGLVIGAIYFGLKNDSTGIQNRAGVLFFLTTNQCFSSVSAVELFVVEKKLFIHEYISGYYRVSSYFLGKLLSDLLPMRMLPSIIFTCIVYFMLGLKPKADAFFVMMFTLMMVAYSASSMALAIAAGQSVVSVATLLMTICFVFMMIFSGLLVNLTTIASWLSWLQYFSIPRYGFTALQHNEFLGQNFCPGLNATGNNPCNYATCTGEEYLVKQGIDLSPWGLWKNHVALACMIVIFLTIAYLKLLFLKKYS
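Assay system – ABCG2 IgMXP3 and barcoded ABCB1 CCRF-Adr cell mix · Input – 3 million cells/mL in well · Reagent – JC-1 fluorescent substrate · Compound – single test compound dose, 6.6 µM final · Timing – 10 min exposure at 25 °C with rotation, no wash · Detection – flow cytometry of retained JC-1 fluorescence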
RGS8-Gao reg: RGS8-Galphao binding modulators, primary screen, biochemical, multiplexed bead flow cytometry; response (percent of control binding), % at 10 µM; actives lie on both sides; 0.34% of 220,000 active; Guanine nucleotide-binding protein G(o) subunit alpha (Homo sapiens), P09471; AID 1423, 2008; in the data active means response below about 60% or above about 140%; inactive means in between;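 further: Galphao activated as the GDP aluminium fluoride complex binding bead-coupled RGS8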
Target sequence (P09471 whole entry, looked up): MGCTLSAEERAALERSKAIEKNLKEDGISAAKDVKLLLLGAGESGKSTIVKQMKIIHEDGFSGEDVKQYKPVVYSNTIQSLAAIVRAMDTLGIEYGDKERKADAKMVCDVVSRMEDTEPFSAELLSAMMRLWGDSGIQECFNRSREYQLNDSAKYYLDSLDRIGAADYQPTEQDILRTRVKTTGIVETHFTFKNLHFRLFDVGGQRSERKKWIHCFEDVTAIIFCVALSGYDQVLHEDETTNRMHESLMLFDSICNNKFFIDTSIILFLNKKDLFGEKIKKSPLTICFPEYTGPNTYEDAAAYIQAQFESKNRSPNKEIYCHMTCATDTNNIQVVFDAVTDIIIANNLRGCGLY
Bim-Mcl-1: inhibitors of Bim peptide binding to Mcl-1, primary screen, biochemical, bead-based flow cytometry, multiplex. inhibition, % at 10 µM. 0.1% of 190,000 active. Bim peptide-Mcl-1 binding; in the data active means inhibition above about 40%;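 further: 0% = no compound tracer wells and 100% = peptide blocker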
ABCB1 inh: ABCB1 efflux pump inhibitors, primary screen, cell-based, multiplex, flow cytometry, ABCG2 counter-screen; CCRF-Adr cells, JC-1 efflux; inhibition, % at 6.6 µM; 0.067% of 190,000 active; in the data active means inhibition above about 40%;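 further: 0% = vehicle and 100% = reference inhibitor; higher value means more JC-1 retained so stronger ABCB1 efflux block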
Mcl1-Noxa inh: Mcl-1/Noxa binding inhibitors, primary screen, biochemical, TR-FRET, 1536-well. TR-FRET Mcl-1/Noxa peptide binding, 2 h. 1.5% of 220,000 active. Induced myeloid leukemia cell differentiation protein Mcl-1 (Homo sapiens), Q07820. inhibition, % at 21.7 µM;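 active means compounds that cut the protein-peptide binding signal by more than 50% relative to plate controls in a single-dose test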;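 further: His-tagged Mcl-1 with rhodamine Noxa BH3 peptide and terbium anti-His antibody; 0% = Mcl-1 plus Noxa peptide wells and 100% = peptide-only wells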
Avidin bead fluor: green autofluorescence of compounds with avidin beads – biophysical, 488/530 nm, flow cytometry, artefact control, profiling panel. fluorescence (KMESF) at 10 µM. compound fluorescence 488/530 nm; stronger effect = higher value. 0.38% of 220,000 active; in the data active means fluorescence above about 47; further: inactives centre near 10
Mcl1 Bid PPI: Mcl-1/Bid binding inhibitors, primary screen, biochemical, TR-FRET, 1536-well | Induced myeloid leukemia cell differentiation protein Mcl-1 (Homo sapiens), Q07820 | TR-FRET Mcl-1/Bid-Dy647 peptide binding | inhibition, % at 21.7 µM | 0.97% of 220,000 active;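 active means compounds that cut the binding signal by more than half at the single screening dose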;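 further: His-tagged Mcl-1 with europium anti-His antibody binding Bid BH3 peptide; 0% = Mcl-1 plus peptide wells and 100% = peptide-only wells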
RGS7-Gao reg: RGS7-Galphao binding modulators, primary screen, biochemical, multiplexed bead flow cytometry; Guanine nucleotide-binding protein G(o) subunit alpha (Homo sapiens), P09471; actives lie on both sides; binding response (% of control), % at 10 µM; 0.35% of 220,000 active; AID 1439, 2008; in the data active means binding response below about 49% or above about 150%; inconclusive means no clear call, values can overlap the other calls; inactive means in between;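 further: fluorescent Galphao held in activated GDP-AlF4 state binding bead-coupled RGS7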
GSH bead fluor: compound fluorescence on glutathione beads, profiling panel, artefact control, biophysical, 488/530 nm, flow cytometry; GSH beads flow cytometry, compound fluorescence 488/530 nm; stronger effect = higher value; fluorescence (KMESF) at 10 µM; 0.25% of 190,000 active; AID 1776, 2009; in the data active means fluorescence above about 89;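 further: glutathione beads carrying GST-tagged Bcl family fusion proteins plus one bare bead set; values are compound well signal with DMSO vehicle wells as background; inactives centre near 16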
Pf gamet viab: late stage P. falciparum gametocyte viability inhibitors, primary screen, ATP luminescence, HTS; P. falciparum stage V gametocytes, 24 h; 0.065% of 150,000 active; AID 743093, 2013; inhibition, % at 10.9 µM;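 active means inhibition above the mean plus 3 SD of compounds within the control limits, set per campaign, cut at about 38% in these data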;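 further: 0% = DMSO wells and 100% = medium only without gametocytes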
RGS4-Gao reg: modulators of RGS4 binding to Galphao, primary screen, biochemical, multiplexed bead flow cytometry; actives lie on both sides; binding response (% of control), % at 10 µM; 0.33% of 220,000 active; in the data active means binding response below about 49% or above about 150%; inactive means in between;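 further: fluorescent Galphao activated with aluminum fluoride binding bead-coupled RGS4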
* hit, by the source's call; ? = inconclusive; . = no result given.

SMILES	ABCG2 block	RGS8-Gao reg	Bim-Mcl-1	ABCB1 inh	Mcl1-Noxa inh	Avidin bead fluor	Mcl1 Bid PPI	RGS7-Gao reg	GSH bead fluor	Pf gamet viab	RGS4-Gao reg
O=C(c1ccccc1)N1CCN(c2ncnc3c2cnn3-c2ccccc2)CC1	4	100	-1	0.6	-7	9	-8	99	18	-11	102
O=C(CCc1ccccc1)NNC(=O)Cc1ccccc1	2	104	-2	0.1	-10	11	-22	101	14	15	103
Cc1ccc(-c2n[nH]c3c2C(c2cccc(O)c2)N(c2ccc(C(=O)O)cc2)C3=O)cc1 (stereo unspecified)	.	101	.	.	9	6	-11	?	.	-20	102
N#CC(C(=O)NCCc1ccccc1)c1nc2ccccc2nc1N1CCOCC1 (stereo unspecified)	4	100	0	0.6	7	10	-2	105	40	.	103
O=C(CN1C(=O)NC2(CCCC2)C1=O)N1CCN(S(=O)(=O)c2ccccc2)CC1	2	100	0	0.0	8	9	-16	?	13	13	100
Cc1nn(-c2ccccc2)c(C)c1NC(=O)CCl	1	105	-3	0.1	19	11	-8	100	11	-29	102
CCOc1ccc(CNC(=O)C2CC(=O)N(C3CCCC3)C2)cc1OC (stereo unspecified)	8	100	-2	6.8	5	12	-19	100	27	.	98
O=C1CC(c2ccccc2)CC(O)=C1C=NCc1ccc(Cl)c(Cl)c1 (stereo unspecified)	0	99	-4	0.4	17	28	30	102	10	.	98
COc1cc(C)c(NC(=S)Nc2ccc(C)c(Cl)c2)cc1OC	0	103	-6	0.0	5	4	-88	108	10	8	104
Cc1ccc(-c2nnc(C)c(N3CCCC3)n2)cc1	5	100	-2	0.8	5	11	-14	98	13	14	99
CC(=O)Nc1ccc(S(=O)(=O)NC2(C(F)(F)F)NC(=O)N(c3ccc(Cl)cc3)C2=O)cc1 (stereo unspecified)	2	98	0	0.5	3	20	7	102	18	2	97
CCOC(=O)/C(=C/c1ccc(OC)cc1)NC(=O)c1ccco1	1	104	6	-0.1	-12	9	-8	100	9	-4	103
COC(=O)c1cc(C(=O)c2ccccc2)n2c(=O)/c(=C\N(C)C)sc12	.	103	.	.	9	6	-29	?	.	-3	101
O=S(=O)(c1cccs1)N1CCN(C/C=C/c2ccccc2)CC1	1	101	-2	0.8	-4	16	-26	92	25	-23	99
O=C(Nn1cnnc1)c1csc2ccccc12	2	103	0	0.6	8	33	6	94	13	.	94
CCn1nc(C)c(NC(=O)/C=C/c2ccc(OC)c(COc3ccc(Cl)cc3Br)c2)c1C	10	104	-1	5.9	-3	7	64*	103	26	0	102
C=CCNC(=S)/N=c1/scc(C)n1C	7	97	-2	1.0	4	5	0	97	24	2	96
CN1CCN(CC(=O)NC23CC4CC(CC(C4)C2)C3)CC1	.	99	.	.	12	13	12	?	.	-17	98
Cc1cc(=O)n(CC(=O)Nc2cc(Cl)ccc2C)c(C(C)C)n1	0	104	0	0.0	17	13	1	105	12	14	107
O=C(O)c1ccc2c(c1)C(=O)N(c1nccs1)C2=O	.	102	.	.	14	8	-28	?	.	-78	106
COc1ccc(-n2c(SCC(=O)Nc3nccs3)nc3c(c2=O)SCC3)cc1	2	100	2	0.8	20	7	-33	105	23	.	99
C/C(Cc1ccccc1)=N\NC(=O)CNC(=O)c1ccccc1Cl	.	100	.	.	-8	7	-25	?	.	13	100
CCOc1ccc(CCNC(=O)CCn2cccc2)cc1OCC	0	101	-2	0.0	14	34	-73	101	12	.	101
CC(C)NS(=O)(=O)c1ccc(CCC(=O)Nc2ccc3c(c2)OCCO3)cc1	8	104	-5	0.4	-2	14	1	105	12	-28	103
N#Cc1ccccc1N=Cc1ccc(Br)cc1	-1	99	-2	-0.2	13	12	-17	95	9	-29	97
Cc1ccc(NC(=O)CN2C(=O)N/C(=C/c3cc(C)n(-c4cccc(C(=O)O)c4)c3C)C2=O)cc1	-2	95	-1	-1.1	73*	20	-97	89	9	8	94
CC(=O)Nc1ccccc1/C=C/c1ccc2c(C)cc(C)c(O)c2n1	7	104	-1	0.1	6	7	-17	102	17	-3	101
O=c1[nH][nH]c2cc(=O)n(-c3ccc(Cl)cc3)nc12	-5	102	2	-0.9	-6	9	-100	99	24	.	104
Cc1occc1C(=O)NNC(=S)Nc1ccccc1C(F)(F)F	-7	104	-5	-0.6	-2	10	-18	103	11	-6	109
CN(C)CCNc1nc(-c2ccco2)c2c(c1C#N)CC(C)(C)OC2	8	91	0	1.1	4	10	-14	88	27	.	85
COC(=O)CCNC(=O)Cn1cnc2sc3c(c2c1=O)CCCC3	3	98	-3	0.6	5	9	-5	98	13	.	99
COC(=O)c1ccc(NC(=O)c2ccccc2NS(=O)(=O)c2ccccc2)cc1	6	99	-1	1.0	20	7	7	96	26	.	101
COc1ccc(Nc2nc(NCc3ccco3)nc(N/N=C/c3ccccc3F)n2)cc1	-4	78	-5	-0.8	10	1	-8	97	10	-13	92
CCC(=O)c1ccc(OCC(=O)N2CCc3cc(OC)c(OC)cc3C2)cc1	4	9.6*	-4	0.7	3	-3	-9	-12*	28	.	-33*
N#CC(C#N)=Cc1cn(-c2ncc(C(F)(F)F)cc2Cl)c2ccccc12	3	98	-3	0.2	7	7	-20	100	58	-13	100
O=C(/C=C/c1cccc([N+](=O)[O-])c1)NCCc1ccc(F)cc1	0	106	-2	0.0	0	4	7	100	9	.	104
CCc1ccc(NC(=O)COC(=O)/C=C/c2c(C)nn(C3CCS(=O)(=O)C3)c2Cl)cc1 (stereo unspecified)	23	102	1	0.4	10	12	-4	96	12	0	101
COc1ccc(Br)cc1S(=O)(=O)N1CCOCC1	4	101	1	0.5	3	11	2	102	13	-4	103
CC(C)CCNC(=O)c1cc(-c2ccco2)nc2ccccc12	8	102	1	2.1	5	10	-21	104	77	2	99
CCOc1ccc(OCC)c(S(=O)(=O)N2CCCCC2C)c1 (stereo unspecified)	2	101	0	1.0	3	8	4	102	18	-2	101
CCC(C)c1ccc(NC(=S)Nc2ccc(OC)c(OC)c2)cc1 (stereo unspecified)	2	.	-4	0.7	4	.	-32	.	19	.	.
CCCCc1ccc(NC(=S)Nc2cccnc2)cc1	-5	101	-8	-0.5	16	11	-16	99	11	8	101
CCc1ccccc1NC(=O)c1cnc2scc(C)n2c1=O	5	106	0	-0.7	29	7	31	94	18	.	97
O=C(/C=C(\c1ccccc1)n1cncn1)c1ccccc1	6	91	-7	0.3	4	6	-4	98	23	-17	97
Cc1c(C(c2ccc(O)cc2)c2c(C)n(C)n(-c3ccccc3)c2=O)c(=O)n(-c2ccccc2)n1C	4	103	0	1.7	30	8	-6	100	18	8	104
Cc1cccc(N(CC(=O)NC2CCCC2)C(=O)CCCC(=O)Nc2ccccn2)c1	1	99	-2	0.0	0	11	-1	95	26	.	98
O=C(Nc1ccc(N2CCN(Cc3ccccc3Cl)CC2)cc1)c1cccnc1	1	104	-2	0.4	10	37	-38	100	17	.	105
O=C(CSc1nnc(Cc2ccc3c(c2)OCO3)n1C1CCCCC1)NC1CCCC1	2	101	-5	1.7	-1	21	1	98	13	.	101
Cc1ccc(-n2nc(-c3ccc(OC(F)(F)F)cc3)cc2N)cc1C	.	108	.	.	4	6	-12	?	.	-7	114
O=C(COC(=O)CC1c2ccccc2CCN1S(=O)(=O)c1ccc(F)cc1)Nc1ccccc1 (stereo unspecified)	-1	99	-6	0.7	-5	11	-19	100	20	-23	101
COc1cc(C(C(=O)NC(C)(C)C)N(C(=O)CNC(=O)c2cccs2)c2ccc(C(C)C)cc2)cc(OC)c1OC (stereo unspecified)	2	103	0	0.8	9	36	-28	97	8	.	98
O=C(CCC1CCCC1)N[C@@H](Cc1ccc(O)cc1)C(=O)O	1	98	1	0.9	-29	5	-19	93	22	.	96
CCc1c(O)nc(SCC(=O)N2CCCCC2)n(-c2ccccc2C)c1=O	-1	98	-4	-0.1	.	10	-26	101	37	.	99
C=CCNC(=O)CN(c1ccc(F)cc1)S(=O)(=O)c1ccc(OC)cc1	22	101	-3	1.5	-10	11	-26	94	29	-21	95
O=C(c1cccc(Cl)c1)N1CCN(C(=O)c2ccccc2F)CC1	2	101	-1	-0.1	-14	14	1	97	32	4	99
CC1CCN(CCCNC(=O)C2CCN(S(=O)(=O)N3CCCCC3)CC2)CC1	4	99	-1	1.1	4	10	-7	103	32	.	102
O=C(CN1CCN(c2ccc(O)cc2)CC1)Nc1ccc2c(c1)OCCO2	1	100	-1	0.3	23	20	-48	97	9	-20	97
CCOC(=O)C1CCN(C(=O)COc2ccc(Br)cc2C)CC1	6	99	0	0.4	-1	9	-6	?	15	15	98
COc1ccc2[nH]c(=O)c(CN(C(=O)c3cccnc3)c3cc(C)ccc3C)cc2c1	.	101	.	.	1	6	-5	?	.	-2	103
CN1CCC(=NNC(=O)C(=O)Nc2ccccc2F)CC1	1	100	0	0.7	18	9	-20	105	24	4	93

Profiles, quoted from the list. Order of values: ABCG2 block | RGS8-Gao reg | Bim-Mcl-1 | ABCB1 inh | Mcl1-Noxa inh | Avidin bead fluor | Mcl1 Bid PPI | RGS7-Gao reg | GSH bead fluor | Pf gamet viab | RGS4-Gao reg
Results for O=C(CCC1CCCC1)N[C@@H](Cc1ccc(O)cc1)C(=O)O → 1 | 98 | 1 | 0.9 | -29 | 5 | -19 | 93 | 22 | . | 96
Results for Cc1ccc(-n2nc(-c3ccc(OC(F)(F)F)cc3)cc2N)cc1C → . | 108 | . | . | 4 | 6 | -12 | ? | . | -7 | 114
Results for O=C(COC(=O)CC1c2ccccc2CCN1S(=O)(=O)c1ccc(F)cc1)Nc1ccccc1 (stereo unspecified) → -1 | 99 | -6 | 0.7 | -5 | 11 | -19 | 100 | 20 | -23 | 101

Continuation.
SMILES	ABCG2 block	RGS8-Gao reg	Bim-Mcl-1	ABCB1 inh	Mcl1-Noxa inh	Avidin bead fluor	Mcl1 Bid PPI	RGS7-Gao reg	GSH bead fluor	Pf gamet viab	RGS4-Gao reg
Cc1cccc(C(=O)NNC(=O)c2ccccc2-n2cccc2)c1	1	88	-8	-0.1	8	8	-32	101	15	-15	79
c1cc(CSc2nnc(-c3ccc4c(c3)OCO4)o2)ccn1	1	102	-1	0.1	-9	14	-26	99	13	4	96
CC1(C)Cc2c(cnn2-c2ccccc2)C(=O)/C1=N\NC(=O)c1ccccc1	6	99	0	0.9	7	15	-12	99	9	.	91
Cc1nc2ccc(NC(=O)c3ccc(Br)o3)cc2s1	9	102	-4	0.6	16	11	-3	100	14	-8	97
COc1ccc(/C=C2\SC(=S)N(NC(=O)c3csc4c3CCCC4)C2=O)cc1	-1	88	0	-0.5	6	10	-29	89	24	-4	83
